Compound activity (PubChem BioAssay)
M. tuberculosis = growth inhibition of non-replicating M. tuberculosis (AID 488890) | inhibition, % at 25 µM; hits with a dose series show IC50 in µM | hit rate 0.39% among 320,000 | Mycobacterium tuberculosis non-replicating, growth inhibition; higher % means a stronger effect; in the data active = a potency from the dose series; inconclusive = inhibition mostly from about 82% at the one dose, without a potency; inactive = the rest, 99 in 100 with inhibition below about 76%;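 note: plate controls were DMSO cells for no effect and high antibiotic wells for full effect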
inhibitors of VEEV = inhibitors of VEEV TC-83 cytopathic effect, confirmation, Vero cells (AID 588727). Vero cells, VEEV TC-83 cytopathic effect inhibition; higher % means a stronger effect. one-dose inhibition, % at 20 µM; IC50 in µM for titrated hits. hit rate 0.13% among 350,000; in the data active = a potency from the dose series; inconclusive = inhibition mostly from about 14% at the one dose, without a potency; inactive = the rest, 99 in 100 with inhibition below about 12%; note: strong numbers were not always called active
H37Rv inhibition = M. tuberculosis growth inhibition, HTS (AID 449762). hit rate 0.59% among 330,000. M. tuberculosis H37Rv growth inhibition, 7H9 media; higher % means a stronger effect. inhibition, % at 25 µM; hits with a dose series show IC50 in µM; in the data active = a potency from the dose series; inconclusive = inhibition above about 70% without an active follow-up result;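 note: bacterial growth assessed after seven days of incubation; strong numbers were not always called active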
influenza NS1A = NS1A inhibition, H1N1 influenza, cell based functional assay (AID 504329) | inhibition, % at 12.5 µM; hits with a dose series show IC50 in µM | NS1A functional cell-based assay, percent inhibition; higher % means a stronger effect | hit rate 0.3% among 340,000; in the data active = a potency from the dose series; inconclusive = inhibition above about 27% without an active follow-up result; note: strong numbers were not always called active
PhoP GFP inhibition = Inhibition of PhoP regulon, Salmonella typhi GFP reporter cells, confirmation, 4 h (AID 1850); one-dose inhibition, % at 50 µM; IC50 in µM for titrated hits; hit rate 0.33% among 310,000; Salmonella Typhi PhoP-promoter GFP reporter, fluorescence, 4 h; higher % means a stronger effect; in the data active = a potency from the dose series; inconclusive = inhibition mostly from about 25% at the one dose, without a potency; inactive = the rest, 99 in 100 with inhibition below about 19%;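 note: 0% = induced wells with vehicle and 100% = uninduced wells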
inhibitors of VEEV 10K pilot screen = also measured in inhibitors of VEEV; calls as there; inhibition, %; measured here: 10K pilot screen inhibition
An asterisk follows results filed as active; i = inactive; u = inconclusive; x = not tested or not shown.

SMILES	M. tuberculosis	inhibitors of VEEV	H37Rv inhibition	influenza NS1A	PhoP GFP inhibition	others
CCCSc1ccc2nc(NC(=O)OC)[nH]c2c1	25%	7.5%	1%	-2%	-5%
Cc1ccc(S(=O)(=O)NC(=O)N2CCCC(C)(C)C2)cc1	-21%	0.8%	-7%	-2%	8%
NC(=O)c1ccccc1OCc1nc2ccccc2s1	12%	1.5%	8%	6%	3%
O=C(Nc1nc2ccccc2n1CCOc1ccccc1)c1ccco1	u	2.7%	u	-7%	-1%
Nc1cc(Cl)ccc1C(=O)OCC(=O)NC(=O)NCc1ccccc1	43%	i	0%	0%	-4%
Cc1nn(-c2ccc(Cl)cc2)c2[nH]c(=O)c(CNCc3ccc4c(c3)OCO4)cc12	26%	0.1%	19%	0%	-45%
COc1cc(OC)cc(C(=O)NCCc2ccc(OC)c(OC)c2)c1	-7%	i	-14%	x	8%
COc1ccccc1N1C(=O)c2cccc3c(N(C)CCO)ccc(c23)C1=O	-19%	0.9%	-1%	-2%	-1%
Cc1cc(C(=O)Nc2ccccc2)c2ccccc2n1	18%	0.6%	8%	-25%	-4%
O=C(CCCCn1c(=S)[nH]c2ccsc2c1=O)NCc1ccco1	-10%	3.4%	-18%	30%	-4%
COc1cccc(-c2nc(SCC(=O)Nc3nc(-c4ccccc4)c(C)s3)[nH]c(=O)c2C#N)c1	1%	5.7%	7%	3%	1%
S=C(Nc1ccccc1)N1N=CCC1c1ccccc1 (configuration not stated)	x	0.3%	x	2%	-4%
COc1cccc(C2Nc3ccccc3NC3=C2C(=O)CC(C)(C)C3)c1 (configuration not stated)	-1%	0.4%	-2%	-1%	-2%
COc1cc(OC)c(NC(=O)C2CC(=O)N(c3ccc4c(c3)OCCO4)C2)cc1Cl (configuration not stated)	-6%	3.3%	0%	-3%	10%
O=C(O)c1cc2nc3c(c(C(F)(F)F)n2n1)CCCC3	-15%	i	-2%	-2%	1%
CCC1(C)NC(=O)N(CC(=O)Nc2sc3c(c2C(N)=O)CCC3)C1=O (configuration not stated)	5%	0.4%	0%	7%	1%
CCC(C)NC(=O)c1ccccc1NC(=O)CN(c1ccc(OC)cc1)S(C)(=O)=O (configuration not stated)	-4%	1.2%	-5%	5%	2%
CCCOc1cccc(C(=O)N2CCN(C(=O)C3CCCO3)CC2)c1 (configuration not stated)	-5%	3.6%	-5%	-13%	0%
COc1ccc(-c2nn(Cc3ccccc3)cc2C(=O)N2CCN(c3ncccn3)CC2)cc1	18%	9.9%	-4%	-2%	x
O=C(NC(=S)N1CCCC(O)C1)c1ccco1 (configuration not stated)	9%	1.1%	0%	-3%	x
O=C(/C=C/Nc1cccc(O)c1)c1ccccc1	11%	0.9%	0%	6%	-28%
Cc1cc(C)n(CCNC(=O)c2cc(COc3c(F)cccc3F)on2)n1	29%	0.9%	15%	-4%	-10%
CCCC(=O)NNc1c2ccccc2nc2ccccc12	75%	i	-11%	4%	-13%
COc1cccc(-n2cnc3sc4c(c3c2=O)CCC4)c1	8%	3.4%	3%	-8%	-3%
CN(C)S(=O)(=O)c1cccc(COC(=O)c2ccc3c(c2)OCO3)c1	10%	3.4%	-12%	-4%	8%
CN(CC(=O)Nc1nc2ccc(F)cc2s1)S(=O)(=O)c1ccc(Cl)cc1	2%	0.6%	6%	-10%	-4%
CCOc1cc(N2CCOCC2)c(OCC)cc1NC(=O)CN1CCSC1=O	11%	2.1%	0%	-14%	x
Cc1ccc(NC(=O)c2ccc(NS(=O)(=O)c3c(C)noc3C)cc2)cc1C	25%	7.1%	6%	3%	5%
COCC(N)(c1ccccc1)c1nc2ccccc2n1C (configuration not stated)	44%	0.3%	1%	-9%	0%
CCOc1ccc(-n2c(O)c(C=Nc3ccc(NC(C)=O)cc3)c(=O)[nH]c2=O)cc1	-18%	i	3%	-4%	9%
O=C(CCCCC(=O)NCc1cccs1)NCc1cccs1	x	5.3%	-2%	1%	-5%
CNS(=O)(=O)c1ccc(NC(=O)c2cc(-c3ccncc3)nc3ccc(Cl)cc23)cc1	1%	1.8%	-3%	-4%	-10%
O=C(c1ccc2c(=O)n(-c3ccccc3)c(=S)[nH]c2c1)N1CCCCC1	14%	i	-3%	8%	-3%
O=C(NCc1ccco1)C1CC(c2ccccc2C(F)(F)F)=NO1 (configuration not stated)	-3%	0.2%	0%	-7%	-3%	inhibitors of VEEV 10K pilot screen=0.5
COc1cccc(OCC(O)CNC(C)c2ccccc2)c1 (configuration not stated)	4%	0.6%	-1%	2%	7%
Cc1noc(C)c1CCC(=O)N1CCCC(N2CCN(c3ccc(F)cc3)CC2)C1 (configuration not stated)	-8%	i	-6%	-4%	-5%
Brc1ccc(-c2n(-c3ccccn3)c3ccccc3[n+]2-c2ccccn2)cc1	69%	1.4%	3%	-10%	6%
COc1cccc(-c2cccc(NC(=O)C3CCN(Cc4cnn(C)c4)CC3)c2)c1	0%	1.6%	6%	-5%	-8%
COc1ccc(CN2C(=O)C(C)=C(C)C2OC)cc1 (configuration not stated)	-6%	0.7%	-10%	25%	-2%
O=C(Nc1nncs1)c1ccccc1Br	-5%	1.9%	-3%	6%	-1%
CCC1CN(C)CCC1(OC(C)=O)c1ccccc1 (configuration not stated)	0%	1.5%	3%	-1%	5%
Cc1ccc2nc3sc(C(=O)N4CCOCC4)c(N)c3cc2c1	0%	5.5%	9%	2%	-1%
O=C(CCC(=O)c1ccccc1)Nc1ccccc1OC(F)F	-1%	0.5%	1%	-29%	4%
O=C1CC(N2CCN(c3ccc(C(=O)c4ccc(F)cc4)cc3)CC2)C(=O)N1 (configuration not stated)	15%	4.7%	4%	-7%	-1%
CCC(C)Sc1nnc(CNS(=O)(=O)c2ccc(F)cc2)n1C (configuration not stated)	-16%	0.3%	-4%	-4%	-4%
O=C(COC(=O)c1c2c(nc3ccccc13)/C(=C/c1ccco1)CC2)NC1CCCC1	x	2.1%	x	1%	-2%
COc1ccc2[nH]c(=O)c(CN(Cc3cccs3)Cc3nnnn3Cc3ccccc3)cc2c1	13%	3.1%	-8%	1%	6%
CCn1ncc([N+](=O)[O-])c1C(=O)n1nc(C)cc1C	-27%	0.6%	-3%	4%	-11%
COc1ccccc1C(=O)NCCC(=O)N1CCCCC1	-1%	1.9%	3%	-8%	-15%
CC(=O)N1CCN(Cc2ccc(Br)s2)CC1	-9%	2.5%	-10%	2%	-6%
CCCCN(C(=O)C1CC(=O)N(CCc2ccc(OC)c(OC)c2)C1)c1c(N)n(CC(C)C)c(=O)[nH]c1=O (configuration not stated)	x	i	x	-3%	x
CCOC(=O)N1CCN(C(=S)NC)CC1	-7%	3.0%	-8%	14%	-3%
COc1ccc(C2C3=C(N=C4SCC(=O)N42)c2ccccc2CC3)cc1 (configuration not stated)	6%	7.9%	6%	-6%	-2%
CCc1[nH]nc2c1C(Cc1ccccc1)C(C#N)=C(N)O2 (configuration not stated)	-3%	i	1%	-11%	5%
Cc1nn(CC(=O)N2CCOCC2)c(C)c1[N+](=O)[O-]	9%	3.6%	-7%	4%	-15%
O=c1c2sccc2nc(SCc2cc(=O)n3cc(Cl)ccc3n2)n1Cc1ccccn1	-3%	6.7%	2%	-6%	-4%
Cc1cc(OCC(=O)OCC(=O)NCCN2C(=O)CSC2=O)ccc1Cl	12%	1.7%	-2%	-8%	x
CC(=O)NC(C)C12CC3CC(CC(C(=O)O)(C3)C1)C2 (configuration not stated)	-8%	1.0%	-8%	-4%	5%
O=C(NCC(=O)N(c1ccccc1)C(C(=O)NCC1CCCO1)c1ccccc1)c1cccs1 (configuration not stated)	-2%	3.7%	8%	-2%	6%
Cc1c(NC(=O)CSc2nnc(-c3ccco3)n2-c2ccccc2)c(=O)n(-c2ccccc2)n1C	-11%	0.9%	-4%	-1%	0%

Grouped by structure: the entries above with an aryl thioether with sulfur outside any ring
SMILES	M. tuberculosis	inhibitors of VEEV	H37Rv inhibition	influenza NS1A	PhoP GFP inhibition	others
CCCSc1ccc2nc(NC(=O)OC)[nH]c2c1	25%	7.5%	1%	-2%	-5%
COc1cccc(-c2nc(SCC(=O)Nc3nc(-c4ccccc4)c(C)s3)[nH]c(=O)c2C#N)c1	1%	5.7%	7%	3%	1%
CCC(C)Sc1nnc(CNS(=O)(=O)c2ccc(F)cc2)n1C (configuration not stated)	-16%	0.3%	-4%	-4%	-4%
O=c1c2sccc2nc(SCc2cc(=O)n3cc(Cl)ccc3n2)n1Cc1ccccn1	-3%	6.7%	2%	-6%	-4%
Cc1c(NC(=O)CSc2nnc(-c3ccco3)n2-c2ccccc2)c(=O)n(-c2ccccc2)n1C	-11%	0.9%	-4%	-1%	0%

Additional results
SMILES	M. tuberculosis	inhibitors of VEEV	H37Rv inhibition	influenza NS1A	PhoP GFP inhibition	others
CC(=O)c1nnn(-c2ccc(F)cc2F)c1C	-7%	i	-1%	-1%	13%
COC(=O)c1cccc(-c2noc(-c3ccccc3F)n2)c1	-7%	i	-3%	6%	x
COc1cc(C(=O)OCCc2c(C)nc3nc[nH]n3c2=O)cc(OC)c1OC	3%	0.5%	-4%	-5%	-2%
Cc1ccc(NC(=O)CCN2CCN(CCO)CC2)cc1	x	i	x	3%	x
C/C(=N\OCC(=O)OCC(=O)NC(=O)c1ccccc1)c1ccc2c(c1)OCO2	8%	1.7%	-10%	-2%	16%
CCN1CCCC1CN(Cc1cc2ccc(C)cc2[nH]c1=O)C(=S)Nc1ccc(OC)cc1OC (configuration not stated)	59%	7.4%	7%	-3%	-2%
Clc1ccc(Cn2cc(/C=N/n3cnnc3)c3ccccc32)c(Cl)c1	33%	4.4%	4%	-3%	15%
Cc1c(CCO)c(=O)n(-c2ccccc2)n1S(=O)(=O)c1ccc([N+](=O)[O-])cc1	-10%	0.5%	-3%	7%	4%
COc1cccc(NC(=O)CN(C)C(=O)CCN2C(=O)C3CC=CCC3C2=O)c1 (configuration not stated)	x	1.5%	x	7%	x
Cc1nn(Cc2ccccc2)c(C)c1NC(=O)CSc1nc(-c2ccccc2)nc2c1cnn2-c1ccccc1	x	i	x	8%	x
COc1ccc(COC(=O)C2=C(C)NC(=O)NC2c2ccccc2OC(C)C)cc1 (configuration not stated)	0%	0.3%	-3%	1%	4%
CCN1C(=O)[C@H]2[C@H]3CN=C(SCc4ccc(C#N)cc4)N3[C@@](CC)(C(=O)OC)[C@H]2C1=O	x	i	x	8%	x
O=C(CN1C(=O)NC2(CCCCCC2)C1=O)Nc1cccc(F)c1	-7%	0.8%	-2%	1%	x
Cc1ccc(C(=O)NNC(=O)Cn2nnc3ccccc32)cc1	-15%	0.5%	-2%	-5%	-9%
O=S(=O)(c1ccc(F)cc1)N1CC2CCCN2c2ccc(C(F)(F)F)cc21 (configuration not stated)	17%	2.3%	-14%	15%	-6%	inhibitors of VEEV 10K pilot screen=3.5
CCCS(=O)(=O)N1CCC(C(=O)NCCCOC)CC1	-14%	2.6%	2%	-2%	0%
O=C(CN1C(=O)NC2(CCCCCCC2)C1=O)N1CCN(C(=O)c2ccco2)CC1	16%	1.3%	-4%	-2%	-4%
Cc1cc(Cl)ccc1C(=O)C1CCCN(C2CCSCC2)C1 (configuration not stated)	9%	1.4%	-7%	8%	-1%
O=C(CSCc1ccccc1)N1CCN(c2ccccc2)CC1	54%	2.3%	-1%	2%	-4%
O=C(O)c1nn(-c2ccccc2-c2n[nH]c(=O)[nH]c2=O)c(=O)[nH]c1=O	2%	x	3%	x	-8%

3 entries already listed, sorted by formula weight, smallest number first:
SMILES	M. tuberculosis	inhibitors of VEEV	H37Rv inhibition	influenza NS1A	PhoP GFP inhibition	others
COc1cccc(C2Nc3ccccc3NC3=C2C(=O)CC(C)(C)C3)c1 (configuration not stated)	-1%	0.4%	-2%	-1%	-2%
Clc1ccc(Cn2cc(/C=N/n3cnnc3)c3ccccc32)c(Cl)c1	33%	4.4%	4%	-3%	15%
COc1ccccc1N1C(=O)c2cccc3c(N(C)CCO)ccc(c23)C1=O	-19%	0.9%	-1%	-2%	-1%

(further entries)
SMILES	M. tuberculosis	inhibitors of VEEV	H37Rv inhibition	influenza NS1A	PhoP GFP inhibition	others
O=c1[nH]c2cc(Cl)ccc2n(CCNc2ncc(C(F)(F)F)cc2Cl)c1=O	-7%	2.3%	0%	-13%	-1%
O=C1COc2ccc(C(=O)COC(=O)c3ccc(F)cc3Cl)cc2N1	49%	i	12%	-12%	x
O=c1c([N+](=O)[O-])cn(Cc2ccccc2)c(=O)n1Cc1ccccc1	x	4.2%	x	-3%	x
CC12CN3CC(C)(CN(C1)P3(=O)Oc1ccccc1)C2=O (configuration not stated)	-14%	0.1%	-3%	-2%	-9%
CC(C)(C)OC(=O)N1CCC[C@H]1c1nnc(SCC(=O)Nc2cccc(Cl)c2)o1	-2%	2.8%	-6%	-25%	7%
